Source: PubChem BioAssay
AID inh = blocks human AID cytidine deaminase activity; AID deamination FRET fluorescence, UDG-coupled, 4 h; Q9GZX7; AID 1347428; Potency, µM (titrated, usually from 115 µM), inactives show at the top dose activity change, negative = inhibition, hits mostly inhibitors; 91,000 compounds, 0.32% hits; further: nearly all actives have a fitted effect of over 25% in size
Target sequence (Q9GZX7 whole entry, looked up): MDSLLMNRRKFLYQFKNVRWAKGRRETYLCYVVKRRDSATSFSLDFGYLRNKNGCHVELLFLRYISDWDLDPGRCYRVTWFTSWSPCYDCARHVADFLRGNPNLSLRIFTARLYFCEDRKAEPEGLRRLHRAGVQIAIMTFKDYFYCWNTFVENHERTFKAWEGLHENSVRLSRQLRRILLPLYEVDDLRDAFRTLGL
UDG counter = counter-screen for AID inhibitors: uracil-DNA glycosylase inhibition; FRET deamination/UDG coupled assay, UDG read, 4 h; 91,000 compounds, 0.14% hits; AID 1347430; Potency, µM (doses to about 115 µM), inactives show at the highest dose activity change, negative = inhibition, most hits filed as inhibitors; further: nearly all actives have a fitted effect of over 65% in size
Starred values were filed as active, the others as inactive; ? = inconclusive; & = joins results of further samples; [ ] = remark or other dose. The call rests on the fitted dose curve; in most records, active means well fitted curve in the direction sought with a large enough effect; inconclusive means small, poorly fitted or top-dose-only effect, or another doubt; inactive means no such curve, though single readings can be large; an effect the other way counts as inactive or inconclusive. On the % scale 0 is the no-effect control and ±100 the full control effect; potency means the concentration at half of the fitted maximal effect. This is a subset, so the mix of outcomes need not match the whole.

Sequence of screens – AID inh	UDG counter
- CC(C)COc1ccc(C(=O)NCC2(N3CCN(C)CC3)CCCCC2)cc1
→ 17.5%	-3.5%
- Cc1cc2ccccc2n1CC(=O)NC1CCN(CC(N)=O)CC1
→ 0.6%	2.8%
- CCc1ccc(-n2c(=O)c3c(C)c(C(=O)N(C)C)sc3n(Cc3ccccc3F)c2=O)cc1
→ 6.6%	0.0%[57.5 µM]
- CC(C)NC(=O)c1ccc(I)c(Br)c1
→ -7.6%	-9.6%
- O=C(Nc1cc(Cl)cc(Cl)c1)c1ccc(F)c(S(=O)(=O)N2CCCC2)c1
→ -5.5%	-4.4%
- COc1cc(CN(C(=O)c2ccc(C)cc2)c2ccccn2)cc(OC)c1OC
→ 2.5%	10.3%
- CC(C)Oc1cccc(C2CC(=O)Nc3nc(N)sc32)c1 (configuration not stated)
→ 28.2µM*	-13.9%
- COC(=O)c1ccc2c(c1)N(Cc1cc(C)ccc1C)C(=O)c1ccccc1S2
→ -25.7%	0.4%
- COC(=O)c1ccccc1NC(=O)CCCN1C(=O)C(c2ccccc2)Oc2cccnc21 (configuration not stated)
→ 4.0%	-7.4%
- Cc1ccc(C(=O)N/C(=C/c2ccccc2)C(=O)NC(CC(C)C)C(=O)O)cc1 (configuration not stated)
→ 7.6%	1.7%
- COCC(C)n1c(COc2ccccc2F)nnc1SCC(C)C (configuration not stated)
→ -7.9%	1.8%
- CCOC(=O)c1ccc(NC(=O)CCS(=O)(=O)c2ccc(C)cc2)cc1
→ -2.9%	-11.2%
- CCCN(CCC)C(=O)Cn1c(=O)n(-c2ccc(OC)cc2OC)c(=O)c2c3c(sc21)CCC3
→ -1.5%	7.1%
- COCc1nn2c(c1-c1ccccc1)NC(=O)CC2C(=O)Nc1ccc(NC(C)=O)cc1 (configuration not stated)
→ -14.2%	-7.5%
- Cc1ccc(N(C)S(=O)(=O)c2ccc3[nH]c4c(c3c2)CCCC4)cc1
→ 23.4%	-25.9%[57.5 µM]
- CC(C)Oc1ccc2ccccc2c1/C=C(\C#N)c1nc2ccccc2[nH]1
→ -23.3%	-7.5%
- COc1cc(-c2ccno2)ccc1S(=O)(=O)N1CCN(c2cccc(Cl)c2)CC1
→ -18.3%	-0.1%
- O=S(=O)(Nc1nc2ccccc2nc1Nc1ccc(Cl)cc1)c1ccc2c(c1)OCCO2
→ -8.5%	-6.9%
- CCc1ccccc1NS(=O)(=O)c1ccc(NC(=O)N2CCCC2)cc1
→ 32.3%[activator][57.5 µM]	10.1%[57.5 µM]
- CC(=O)Nc1ccc(CNC(=O)Cc2c(Cl)cccc2Cl)cc1
→ -1.7%	4.6%
- Cc1ccccc1OCC(O)CN(Cc1cccs1)C12CC3CC(CC(C3)C1)C2 (configuration not stated)
→ -4.9%	5.8%
- CCc1nnc2c(NCc3ccc(F)cc3)nc3ccccc3n12
→ -6.6%	-4.8%
- Cc1ccc(-c2cc(C(=O)NN=C3CCCC3)c3ccccc3n2)s1
→ -9.2%	-7.0%
- Cc1ccc(NC(=O)CNc2nc(Nc3ccccc3)nc(Nc3ccccc3)n2)cc1C
→ ?	-2.5%
- CCN1C(=O)C(Cc2nc3ccccc3c(=O)n2C)c2cc(C)ccc21 (configuration not stated)
→ -3.3%	-3.9%
- CC(C)c1ccc(C(=O)COC(=O)c2ccc(N3CCOCC3)nc2)cc1
→ 10.5%	-4.0%
- CC(C)(C)c1ccc(CCNC(=O)C2CCCN(S(C)(=O)=O)C2)cc1 (configuration not stated)
→ -6.0%	-2.2%
- O=C(O)c1ccccc1SCc1ccc(Cl)cc1
→ -4.3%	-1.0%
- COc1ccc(CCNC(=O)c2ccc(Cn3c(=O)c4ccccc4n(Cc4cc(C)ccc4C)c3=O)cc2)cc1OC
→ 9.5%	-1.2%
- Cc1c(C)c2ccc(OCC(=O)NCc3ccc(S(N)(=O)=O)cc3)c(C)c2oc1=O
→ ?	-7.2%
- COc1ccc(-n2nc3c(N4CCCC(C(=O)NCCc5ccc(C)cc5)C4)nnc(C)c3c2C)cc1 (configuration not stated)
→ -9.8%	5.3%
- Cc1cccc(OC(=O)c2cc(-c3ccc(C)c(C)c3)on2)c1
→ -12.1%	-8.7%
- Cc1c(C(=O)N2CCC(c3nc4ccccc4s3)CC2)oc2ccc(Cl)cc12
→ ?	-17.5%[57.5 µM]
- O=C(/C=C/c1cccc(Cl)c1)OC1CCCCC1=O (configuration not stated)
→ 2.9%	-1.9%
- CCOc1ccc(Sc2cc(C(=O)NCCCOC)c3ccccc3n2)cc1
→ -4.4%	12.9%[57.5 µM]
- Cc1noc(-c2ccc(N3CCCCC3C)c([N+](=O)[O-])c2)n1 (configuration not stated)
→ ?	-22.5%
- CC(C)NC(=O)c1cnc2sc(N3CCCCCC3)nn2c1=O
→ -5.7%	3.4%
- N#Cc1ccc(C(=O)NC2CCCC(C(F)(F)F)C2)cc1 (configuration not stated)
→ -3.1%	-2.3%
- Cc1cccn2cc(-c3cccc(NC(=O)C(C)C)c3)nc12
→ 0.7%	-8.6%
- CC(=O)c1ccc(N2CCN(C(=O)CCc3ncc(-c4c(F)cccc4F)o3)CC2)c(F)c1
→ -4.8%	-10.9%
- COc1ccc2c(c1)CC/C(=C\c1cccc(Br)c1)C2=O
→ -16.4%&-14.0%	-8.9%&-5.6%
- CC(C)c1ccc2cc(C(=O)NCc3ccco3)[nH]c2c1
→ -17.1%	-12.2%
- O=C(NCCNC(=O)c1cc2ccccc2[nH]1)C(=O)N1CCN(c2ccccc2)CC1
→ -9.0%	0.0%
- CC1Cc2cc(S(=O)(=O)CCC(=O)Nc3ccc(F)c(Cl)c3)ccc2N1C(=O)C1CC1 (configuration not stated)
→ 7.0%	1.5%[57.5 µM]
- CC(=O)N1c2ccccc2CC1C(=O)N1CCN(c2cc(Cl)ccc2C)CC1 (configuration not stated)
→ ?	?
- CCCCN(C)CCCNC(=O)CN1C(=O)COc2ccc(S(=O)(=O)N3CCOCC3)cc21
→ 7.4%	-2.9%
- CC1=C(C(=O)Nc2ccccc2)C(c2ccc(C)cc2)NC(=O)N1 (configuration not stated)
→ -1.4%	11.2%
- COc1ccc(-n2c(Cc3ccccc3)nnc2SCc2nc(-c3ccccc3C)no2)cc1
→ 31.6µM*	-29.1%
- COc1cc(NC(=O)C2CCN(S(=O)(=O)c3c(C)noc3/C=C/c3c(C)cc(C)cc3C)CC2)cc(OC)c1
→ ?	-9.0%
- CC(=O)c1c(C)[nH]c(C(=O)CSc2nnc(C3CCCCC3)o2)c1C
→ 3.9%	-3.3%

Next section
Sequence of screens – AID inh	UDG counter
- O=C(COc1ccccc1Cl)N(Cc1cccc(F)c1)C1CCS(=O)(=O)C1 (configuration not stated)
→ -17.4%	-7.9%
- O=S(Cc1cccc(C(F)(F)F)c1)Cc1cccc2ccccc12 (configuration not stated)
→ -10.8%	-1.2%
- CNC/C=C/COc1ccc(C)c(C)c1
→ -6.2%	-6.7%
- Cc1cccc(C)c1NC(=O)c1ccc2c(c1)nnn2C1CCCC1
→ -2.0%	-9.0%[57.5 µM]
- CCOC(=O)CSc1nc2c(c(=O)[nH]c(=O)n2C)n1Cc1ccc(C)cc1
→ -13.9%	-5.2%
- CC1=C(C(=O)NCc2ccccc2)C(c2ccccc2)NC(=S)N1 (configuration not stated)
→ -1.2%	3.6%
- CN(C)c1ccc2c(c1)COC2=O
→ 9.1%	-3.8%
- Cc1ccc(C)c(-n2nnnc2SCC(=O)Nc2cc(C)nn2-c2ccccc2C)c1
→ -5.9%	-3.2%
- CCOC(=O)c1c(C)oc2ncnc(N3CCN(c4cccc(Cl)c4)CC3)c12
→ ?	-7.7%
- COC(=O)CNC(=O)C1CCN(c2ncnc3sc4c(c23)CCCC4)CC1
→ -5.1%	6.8%
- Cc1ccc(C(=O)N(Cc2ccco2)C2CC2)cc1C
→ -0.2%	13.0%
- COC(=O)C1=CN(Cc2cccs2)C=C(C(=O)OC)C1c1cccc(OC)c1
→ -25.1%	0.0%
- CCOC(=O)C(=Cc1c[nH]c2ccccc12)C(=O)OCC
→ -19.7%	1.8%
- O=c1oc2ccccc2c2nc(-c3ccccc3)c(-c3ccccc3)nc12
→ 0.9%	-1.0%
- COc1ccc(-c2noc(N3CCN(c4cccc(Cl)c4)CC3)n2)cc1OC
→ ?	-24.0%[57.5 µM]
- CCC(C)NC(=O)c1ccc2c(c1)NC(=O)CS2 (configuration not stated)
→ -4.5%	-1.3%
- Cc1ccc(CNC(=O)Cn2ccn(-c3ccc(C)c(C)c3)c(=O)c2=O)cc1
→ -7.1%	-6.7%[57.5 µM]
- Cc1ccc(NC(=O)c2oc3ccc(S(=O)(=O)N4CCCCC4)cc3c2C)c(C)c1
→ 0.6%	-11.0%
- Cc1ccc(Cl)cc1N1CCN(C(=O)CSc2cc(=O)n(C)c3ccccc23)CC1
→ ?	?
- CC(NC(=O)C1CCCC1)C1CCCO1 (configuration not stated)
→ 2.8%	-11.8%
- Cc1ccc(Cl)cc1N1CCN(C(=O)C2CCN(Cc3nc(-c4cccc(Cl)c4)oc3C)CC2)CC1
→ ?	?
- CCc1nc2ccc(C(=O)N3CCN(c4cc(C)ccc4C)CC3)cc2nc1CC
→ ?	31.6%[activator]
- CC(C)(C)NS(=O)(=O)c1ccc(NC(=O)C2c3ccccc3Oc3ccccc32)cc1
→ -7.2%	-3.1%
- CCCCNC(=O)C1CCC(C(=O)NCCCC)CC1 (configuration not stated)
→ 0.7%	-0.5%
- COc1cc2c(-c3cc(Br)ccc3O)nc3c(c(C)nn3-c3ccccc3)c2cc1OC
→ 7.4%	-6.2%
- COCc1cnc2c(c1SCc1ccc(C)cc1)c(=O)n(C)c(=O)n2C
→ -18.0%	-5.9%
- Cc1ccc(Cl)cc1NC(=O)COc1ncnc2ccc(Br)cc12
→ 1.3%	-7.3%
- CC1CCCCN1CCCNC(=O)CN1C(=O)c2cccnc2Oc2ccccc21 (configuration not stated)
→ 1.2%	-5.2%
- CCCC(=O)Nc1cc2nn(-c3ccc(OC)cc3)nc2cc1C
→ 58.7%[activator]	-23.0%
- CN(CC(=O)NC(=O)NCc1cccs1)Cc1cccs1
→ -2.6%	1.8%
- COc1ccc(Cl)cc1-n1c(/C=C/c2cccc3ccccc23)nc2ccccc2c1=O
→ ?	-1.0%
- O=C(Cn1ccc2cc(S(=O)(=O)N3CCCCC3)ccc21)NCCc1ccccc1Cl
→ -13.9%	-13.9%[57.5 µM]
- CC(C)(C)c1ccc(NC(=O)C2CCCC2)cc1
→ -3.8%	-2.2%
- O=C(C1CCN(S(=O)(=O)Cc2ccccc2)CC1)N1CCN(c2ccccc2)CC1
→ -1.4%	11.2%
- Cc1ccc(NC(=O)C2=Cc3sc4c(c3CS2)CCCC4)cc1C
→ -3.5%	-11.7%
- O=C(NCCSc1ccc(Cl)cc1)c1ccc2c(c1)OCCCO2
→ -8.3%	-6.2%
- COc1ccc(-c2cn3c(n2)sc2cc(C(=O)NCc4cccs4)ccc23)cc1
→ -2.9%	-1.8%[57.5 µM]
- CCOC(=O)c1c(NC(=O)c2cc3ccccc3c(=O)o2)sc2c1CCC(C(C)(C)C)C2 (configuration not stated)
→ 9.0%	20.8%
- COC(=O)c1ccc(OC)c(Cn2c(=O)n(-c3cccc(Cl)c3)c(=O)c3c2c2cc(C)ccc2n3C)c1
→ 13.0%	33.1%[activator]
- COc1ccc(-c2noc(CSc3nnc(Cc4ccccc4)n3-c3cccc(C)c3)n2)cc1
→ ?	?
- N#Cc1cccc(OCc2coc(-c3cccc(F)c3)n2)c1
→ -2.2%	-0.1%
- Cn1c(=O)c2c(c3ccccc31)OC(=O)CC2c1cccc(Cl)c1 (configuration not stated)
→ -13.1%	0.9%
- CCCN(C(=O)c1ccc2c(=O)n3c(nc2c1)CCCC3)c1ccc(C(C)C)cc1
→ -20.1%	-13.6%
- COc1ccc(N2CCN(c3oc(/C=C/c4cccc(OC)c4)nc3C#N)CC2)cc1
→ 6.7%	8.0%[57.5 µM]
- COc1ccccc1N1CCN(C(=O)Cn2ncc3c(=O)oc4ccccc4c32)CC1
→ 1.9%	-4.4%
- CC(=O)COC(=O)c1cc2ccccc2[nH]1
→ 2.6%	-6.1%
- Clc1ccc2c(c1)nc(CN1CCOCC1)n2Cc1ccccc1
→ -12.5%	-8.5%
- CCOC(=O)c1cc(-c2ccccc2)n(CCC(=O)Nc2ccc(Cl)c(C(F)(F)F)c2)c1C
→ ?	30.0%
- Cc1ccc(F)cc1NC(=O)c1nn(-c2ccccc2)c(=O)c2ccccc12
→ -9.5%	-7.6%
- Cc1ccc2cccc(NC(=O)COc3ccccc3C)c2n1
→ 3.0%	1.2%

Continued, starting with the last 2 of the part before.
Sequence of screens – AID inh	UDG counter
- Cc1ccc(F)cc1NC(=O)c1nn(-c2ccccc2)c(=O)c2ccccc12
→ -9.5%	-7.6%
- Cc1ccc2cccc(NC(=O)COc3ccccc3C)c2n1
→ 3.0%	1.2%
- COc1cccc(CNC(=O)c2nnc(Cc3ccc(Cl)cc3)o2)c1
→ 58.0%[activator]	10.6%
- CN(C(=O)CC(=O)Nc1ccc2nc3n(c(=O)c2c1)CCCCC3)c1ccccc1F
→ 15.0%	-12.5%
- CC1Sc2ccc(S(=O)(=O)CCC(=O)NCCC3=CCCCC3)cc2NC1=O (configuration not stated)
→ -7.7%	1.5%
- CCOC(=O)C1=C(CN2CCC(C)CC2)NC(=O)NC1c1ccc(OC(C)C)cc1 (configuration not stated)
→ ?	-21.6%
- O=c1cc(-c2ccccc2)oc2cc(OCc3ccccc3)cc(OCc3ccccc3)c12
→ -14.9%	-5.4%
- Cc1cc(C)cc(Nc2cc(C(=O)NC3CCCCC3)c3ccccc3n2)c1
→ 20.0%	-15.4%
